Screening results (PubChem BioAssay)
E-selectin induc – E-selectin induction on HUVECs; HUVEC E-selectin immunofluorescence imaging; normalized: neutral wells 0, TNF-alpha wells 100; 0.37% of 260,000 active; activation, % at 7.58 µM; P16581;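 active means mean E-selectin-positive cell signal at least 10% of the positive control, reached in at least 60% of replicates, without over 20% cell loss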;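 further: in these data hits start at about 27%; measured in HUVEC primary endothelial cells; signal is the percent of cells scored E-selectin positive by PE staining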
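Assay system: HUVEC, human umbilical vein endothelial cells / Amount: 3,000 HUVEC/well / Controls: TNF-alpha positive control, DMSO neutral control / Compound dosing: single concentration / Medium: EGM-2 over gelatin coat / Evaluation: percent E-selectin-positive cells / Signal: immunofluorescence imaging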
RAD52 inh – RAD52 (human) annealing inhibition. inhibition, % at 18.7 µM. P43351. recombinant RAD52 DNA annealing, FRET fluorescence. 0.46% of 360,000 active;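 active means every replicate showing at least 50% inhibition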
ERAP1 HTS inh – blocks human ERAP1 aminopeptidase activity; recombinant ERAP1, Leu-AMC fluorescence, 60 min; Q9NZ08; inhibition, % at 10.7 µM; 0.15% of 340,000 active;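 active means mean replicate inhibition of at least 30%, or all replicates individually reaching that 30% level; inactive means mean below 30% and not every replicate reaching it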;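 further: 0% = neutral control wells and 100% = L-leucinethiol positive control wells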
Target sequence (Q9NZ08 whole entry, looked up): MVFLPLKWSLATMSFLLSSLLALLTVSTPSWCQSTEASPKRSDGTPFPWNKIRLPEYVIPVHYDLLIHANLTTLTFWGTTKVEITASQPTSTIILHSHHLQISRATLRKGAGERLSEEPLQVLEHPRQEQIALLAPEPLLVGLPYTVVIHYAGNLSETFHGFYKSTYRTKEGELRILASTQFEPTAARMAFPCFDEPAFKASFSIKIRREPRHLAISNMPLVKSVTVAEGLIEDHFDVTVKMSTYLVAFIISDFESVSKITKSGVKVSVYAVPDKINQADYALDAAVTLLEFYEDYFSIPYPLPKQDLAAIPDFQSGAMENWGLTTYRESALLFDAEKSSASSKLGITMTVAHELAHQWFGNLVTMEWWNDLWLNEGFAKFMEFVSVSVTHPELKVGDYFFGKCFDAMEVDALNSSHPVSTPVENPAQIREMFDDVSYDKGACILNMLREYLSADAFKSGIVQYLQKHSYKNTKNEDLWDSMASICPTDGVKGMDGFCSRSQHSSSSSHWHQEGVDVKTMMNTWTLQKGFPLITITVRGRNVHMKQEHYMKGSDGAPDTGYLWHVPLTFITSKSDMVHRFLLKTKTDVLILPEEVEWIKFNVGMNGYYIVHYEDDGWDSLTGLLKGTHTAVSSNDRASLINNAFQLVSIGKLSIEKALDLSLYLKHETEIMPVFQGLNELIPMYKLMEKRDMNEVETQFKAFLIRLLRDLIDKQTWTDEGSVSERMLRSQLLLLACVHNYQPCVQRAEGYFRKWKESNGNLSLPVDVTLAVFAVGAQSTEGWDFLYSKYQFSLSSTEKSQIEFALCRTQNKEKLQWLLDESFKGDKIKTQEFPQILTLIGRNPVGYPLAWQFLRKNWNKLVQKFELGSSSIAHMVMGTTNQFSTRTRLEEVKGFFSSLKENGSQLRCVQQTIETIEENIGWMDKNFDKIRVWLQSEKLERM
Cneo AK release – Cryptococcus neoformans lysis via adenylate kinase release. lysis activity, % at 15 µM. 0.2% of 360,000 active. C. neoformans lysis, adenylate kinase release luminescence, 4 h; normalised: neutral wells 0, clomiphene wells 100;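 active means mean lysis activity across replicates of at least 80%, whatever share of replicates individually reach that level; inactive means mean lysis activity below 80%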
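Material – log-phase Cryptococcus neoformans yeast cells · Input – 5 × 10^6 yeast cells/mL · Medium – fresh YPD growth medium · Doses – single compound concentration per well · Timing – static 4 h at 37 °C with compound, 1 h detection · Detection – adenylate kinase release luminescence · Read-out – signal increase indicating cell lysis · Control set – Clomiphene as positive lysis control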
PGC1a acetyl inh – PGC1a acetylation modulation, inhibitor mode. U2OS PGC1a acetylation, AlphaScreen anti-acetyl-lysine; with virally co-expressed GCN5 acetyltransferase. inhibition, % at 15.6 µM. 0.17% of 350,000 active;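 active means every replicate shows inhibition of at least 40%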;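 further: 0% = neutral control wells and 100% = positive control wells; some results beyond the cut were filed as inactive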
RAD54 inh – inhibitors of human RAD54 branch migration; Q92698; RAD54 Holliday junction branch migration, FAM/BHQ fluorescence; inhibition, % at 10.4 µM; 0.14% of 360,000 active; AID 602329;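 active means mean normalized replicate activity at least 40 and at least half of replicates scoring 40 or more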;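 further: 0% = median of neutral control wells and 100% = median of positive control wells; inhibitors cause a drop in the FAM fluorescence signal; in these data hits start at about 50%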
PglD DTNB – PglD (C. jejuni) enzyme inhibition; purified PglD enzyme, DTNB colorimetric CoA detection; inhibition, % at 12.5 µM; 0.098% of 360,000 active; AID 602405; in the data active means inhibition above about 16%, passing the limit was not always enough; further: strong numbers were not always called active
miR-122 sensor – blocks miR-122 activity in Huh7 sensor cells; Huh7 miR-122 Renilla luciferase sensor, 48 h; neutral wells = 0, positive control = 100; activation (reporter increase), % at 12.5 µM; 0.3% of 340,000 active; AID 602342;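 active means mean replicate activation score at least 90 and every replicate individually at or above 90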;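 further: higher luciferase means less miR-122 activity so hits act as miR-122 inhibitors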
* marks the source's active call; other numbers are inactive results; [ ] = dose if it differs, or a comment. These rows are one share of the data. The share of hits here may be higher or lower than overall.

How did Cc1ccc(S(=O)(=O)NC(=O)c2cc(C)n(CCCn3ccnc3)c2C)cc1 do in these assays?
Cneo AK release: -1; RAD54 inh: -12; PglD DTNB: 6

What do the screens show for `CC(C)c1ccccc1OCCNS(C)(=O)=O`?
Cneo AK release: 0; RAD54 inh: -5; PglD DTNB: -3

What do the screens show for `COc1ccc(CNC[C@@H](CCCCN(C)Cc2ccc(OC)cc2)N2C[C@H](c3ccccc3)N(CCc3ccc(Cl)c(Cl)c3)C(=O)C2=O)cc1`?
Cneo AK release: 11; RAD54 inh: 6; PglD DTNB: 0

What do the screens show for `COc1cc2[nH]c(=O)n(CCCC(=O)NC3CCCCC3)c(=O)c2cc1OC`?
Cneo AK release: 1; RAD54 inh: -2; PglD DTNB: -4

How did CN1C(=O)C(O)(CC(=O)/C=C/C=C/c2ccccc2)c2ccccc21 (stereo not drawn) do in these assays?
Cneo AK release: -2; RAD54 inh: 6; PglD DTNB: 4

What do the screens show for `O=C1c2ccccc2C(=O)N1CCOCCN1C(=O)c2ccccc2C1=O`?
Cneo AK release: -4; RAD54 inh: 4; PglD DTNB: 3

How did O=C(NCc1cccs1)c1nc2ncccn2n1 do in these assays?
Cneo AK release: 3; RAD54 inh: 7; PglD DTNB: -4

How did C=CCC1(O)C(=O)Nc2ccccc21 (stereo not drawn) do in these assays?
Cneo AK release: -14; RAD54 inh: 6; PglD DTNB: -1

Results for Cn1c(=O)c2c(nc(N3CCN(c4ccccc4)CC3)n2CCCc2ccccc2)n(C)c1=O ?
Cneo AK release: 0; RAD54 inh: 9; PglD DTNB: -3

How did O=S(=O)(NCc1cn2ccsc2n1)c1cccs1 do in these assays?
Cneo AK release: 0; RAD54 inh: -9; PglD DTNB: -7

Results for Cc1ccc(C(=O)NCC(=O)NCC(=O)OCc2ccc(Oc3ccc([N+](=O)[O-])cc3)cc2)cc1 ?
Cneo AK release: 8; RAD54 inh: 2; PglD DTNB: -5

Results for O=C1OC(Cc2ccccn2)C(O)=C1C1=NCCCCN1 (stereo not drawn) ?
Cneo AK release: 3; RAD54 inh: 5; PglD DTNB: 5

What do the screens show for `N#Cc1nc(Cc2cccc3ccccc23)oc1N1CCCCC1`?
Cneo AK release: 1; RAD54 inh: -9; PglD DTNB: 4

What do the screens show for `COC(=O)c1ccc(-c2nc(CN3CCC(C(=O)N4CCOCC4)CC3)c(C)o2)cc1`?
Cneo AK release: 0; RAD54 inh: -8; PglD DTNB: 3

What do the screens show for `O=C(NC1CCC(O)CC1)c1ccc(S(=O)(=O)NCc2ccco2)cc1` (stereo not drawn)?
Cneo AK release: 0; RAD54 inh: -6; PglD DTNB: 3

3 compounds out of the list, arranged by molecular weight, ascending.
How did C=CCC1(O)C(=O)Nc2ccccc21 (stereo not drawn) do in these assays?
Cneo AK release: -14; RAD54 inh: 6; PglD DTNB: -1

What do the screens show for `CC(C)c1ccccc1OCCNS(C)(=O)=O`?
Cneo AK release: 0; RAD54 inh: -5; PglD DTNB: -3

How did Cc1ccc(S(=O)(=O)NC(=O)c2cc(C)n(CCCn3ccnc3)c2C)cc1 do in these assays?
Cneo AK release: -1; RAD54 inh: -12; PglD DTNB: 6

Continued:
How did CCN(CC)S(=O)(=O)c1ccc(C(=O)Nc2ccc(OCC(=O)N3CCOCC3)cc2)cc1 do in these assays?
Cneo AK release: -4; RAD54 inh: 1; PglD DTNB: -2

What do the screens show for `CCOC(=O)c1cc2c(C(F)(F)F)cc(-c3cccnc3)nc2o1`?
Cneo AK release: 0; RAD54 inh: -5; PglD DTNB: 4

How did O=S(=O)(c1cccc(-c2nnc(SC(F)F)n2-c2ccccc2)c1)N1CCCCC1 do in these assays?
Cneo AK release: 6; RAD54 inh: 0; PglD DTNB: -2

Results for Cc1noc(C)c1C(=O)Nc1ccc(-n2ccc(C(F)(F)F)n2)cc1 ?
Cneo AK release: 0; RAD54 inh: 9; PglD DTNB: -1

Results for CC1=C(C(=O)OC(C)C)C(c2ccc(C)o2)NC(=O)N1 (stereo not drawn) ?
Cneo AK release: -5; RAD54 inh: 0; PglD DTNB: 2

How did CCCOC(=O)CSc1nnc(-c2ccccc2Cl)o1 do in these assays?
Cneo AK release: -7; RAD54 inh: 0; PglD DTNB: -3

How did O=C1Nc2ccccc2C1=Nc1ccc(F)cc1 do in these assays?
Cneo AK release: -16; RAD54 inh: -1; PglD DTNB: 4

Results for O=C(Cn1nnc(-c2cccc(C(F)(F)F)c2)n1)NC(=O)NCc1ccco1 ?
Cneo AK release: -1; RAD54 inh: 1; PglD DTNB: -3

Results for CCN(CC)C(=O)c1ccc(COc2ccccc2Br)o1 ?
Cneo AK release: -7; RAD54 inh: -6; PglD DTNB: 4

How did N#Cc1c(N)n(CCNC(=O)c2cccs2)c2nc3ccccc3nc12 do in these assays?
Cneo AK release: 3; RAD54 inh: -9; PglD DTNB: 2

What do the screens show for `COc1ccc(-n2nnc3c(SCC(=O)OCc4ccccc4)ncnc32)cc1`?
Cneo AK release: 0; RAD54 inh: 1; PglD DTNB: 3

What do the screens show for `COc1ccc2[nH]c(C)cc(=O)c2c1`?
Cneo AK release: 8; RAD54 inh: 1; PglD DTNB: -4

Results for Nc1nc2ccccc2n1CCOc1ccccc1Cl ?
Cneo AK release: 0; RAD54 inh: 3; PglD DTNB: 5

What do the screens show for `O=C(CN1C(=O)NC(c2ccc(F)cc2)C1=O)NC1CCCCC1` (stereo not drawn)?
Cneo AK release: 0; RAD54 inh: 14; PglD DTNB: 3

What do the screens show for `Cc1ccc(/C=N/NC(=O)c2c[nH]c3ccccc23)s1`?
Cneo AK release: -8; RAD54 inh: -2; PglD DTNB: -3

Results for O=C(O)c1cc(NCc2ccccc2)ccc1N1CCOCC1 ?
Cneo AK release: 1; RAD54 inh: -9; PglD DTNB: -1

Results for CCCCOC(=O)C1[C@H]2C(=O)N(c3ccccc3CC)C[C@]23C=C[C@H]1O3 (stereo partly drawn) ?
Cneo AK release: 5; RAD54 inh: 10; PglD DTNB: 4

What do the screens show for `O=C(NC(NCCCN1CCOCC1)(C(F)(F)F)C(F)(F)F)C1CCCCC1`?
Cneo AK release: 34; RAD54 inh: 0; PglD DTNB: 4

How did COCCn1nnnc1C(C(C)C)N(Cc1cccnc1)Cc1ccccc1Cl (stereo not drawn) do in these assays?
Cneo AK release: 2; RAD54 inh: 2; PglD DTNB: -6

What do the screens show for `CS(=O)(=O)N(Cc1ccc(C(=O)NCc2ccco2)cc1)c1ccccc1`?
Cneo AK release: 6; RAD54 inh: 3; PglD DTNB: 1

What do the screens show for `N#CC1(Cc2ccc(Cl)cc2)c2ccccc2C=CN1C(=O)c1ccccc1` (stereo not drawn)?
Cneo AK release: 4; RAD54 inh: 12; PglD DTNB: 5

What do the screens show for `CCOC1=NC(C(=O)O)c2ccccc2/C(=C(/C)Cl)N1` (stereo not drawn)?
Cneo AK release: -1; RAD54 inh: 4; PglD DTNB: 2

What do the screens show for `O=C(CCc1ccccc1)Nc1ccc2c(c1)C(=O)OC2`?
Cneo AK release: -2; RAD54 inh: -8; PglD DTNB: 6

Results for COc1ccc(-c2csc(NCc3ccco3)n2)cc1C ?
Cneo AK release: -1; RAD54 inh: -1; PglD DTNB: 3

Results for COc1ccccc1-c1ccc(/C=C2/C=C(CC(C)C)OC2=O)o1 ?
Cneo AK release: 1; RAD54 inh: -17; PglD DTNB: 5

Results for CCCCCCOC(=O)Cc1c(C)nc(-c2ccccc2)[nH]c1=O ?
Cneo AK release: 10; RAD54 inh: 0; PglD DTNB: -1

What do the screens show for `CCOC(=O)C(NC(=O)CCC(=O)Nc1ccc(S(N)(=O)=O)cc1)C(O)c1ccccc1` (stereo not drawn)?
Cneo AK release: -2; RAD54 inh: 15; PglD DTNB: 2

What do the screens show for `CCN(CCNC(=O)C1CC(=O)N(CCc2ccccc2)C1)c1ccccc1` (stereo not drawn)?
Cneo AK release: 1; RAD54 inh: 7; PglD DTNB: 2

How did Cn1cccc1C(=O)NC(=O)COC(=O)CNS(=O)(=O)c1ccc(Br)cc1 do in these assays?
Cneo AK release: -1; RAD54 inh: 0; PglD DTNB: 2

How did COc1ccccc1NS(=O)(=O)c1ccc(C(=O)OCC(=O)NCc2ccco2)cc1 do in these assays?
Cneo AK release: -3; RAD54 inh: 2; PglD DTNB: -2

Structural class: those above containing a cyano group (3)
What do the screens show for `N#Cc1nc(Cc2cccc3ccccc23)oc1N1CCCCC1`?
Cneo AK release: 1; RAD54 inh: -9; PglD DTNB: 4

How did N#Cc1c(N)n(CCNC(=O)c2cccs2)c2nc3ccccc3nc12 do in these assays?
Cneo AK release: 3; RAD54 inh: -9; PglD DTNB: 2

What do the screens show for `N#CC1(Cc2ccc(Cl)cc2)c2ccccc2C=CN1C(=O)c1ccccc1` (stereo not drawn)?
Cneo AK release: 4; RAD54 inh: 12; PglD DTNB: 5

Going on with the list.
Results for CCOC(=O)c1sc(=S)n(-c2ccc(Cl)cc2)c1C ?
Cneo AK release: -7; RAD54 inh: 5; PglD DTNB: -3

How did CC1(C)CC(=O)C2=C(C1)Oc1ncn(Cc3ccco3)c(=N)c1C2c1ccccc1 (stereo not drawn) do in these assays?
Cneo AK release: -8; RAD54 inh: -1; PglD DTNB: -2

Results for O=C(CSc1ncn[nH]1)Nc1ccccc1Sc1ccc(Cl)cc1 ?
Cneo AK release: 7; RAD54 inh: -6; PglD DTNB: -3

Results for O=C(C[n+]1cccc(NC(=O)c2ccccc2)c1)c1ccc(NC(=O)c2ccccc2)cc1 ?
Cneo AK release: 3; RAD54 inh: 30; PglD DTNB: -1

Results for CCc1cc(=O)oc2c(C)c(O)c(CN(C)C)cc12 ?
Cneo AK release: 2; PglD DTNB: 0; miR-122 sensor: 2

How did O=C(Nc1nccs1)[C@H]1[C@H](CO)[C@H]2Cn3c(ccc(-c4ccncc4)c3=O)[C@H]2N1CC1CCCC1 do in these assays?
E-selectin induc: -0.2; PglD DTNB: -6; miR-122 sensor: -6[16.7 µM]

How did CC=Cc1ccc2n(c1=O)C[C@H]1[C@H](CO)[C@@H](C(=O)N3CCN(C)CC3)N(Cc3ccccc3OC)[C@@H]21 (mixture of isomers) do in these assays?
E-selectin induc: -0.3; PglD DTNB: 4; miR-122 sensor: -2[16.7 µM]

Results for O=C(Nc1ccc(F)cc1F)N1CCCN(c2ccc(C(F)(F)F)cn2)CC1 ?
RAD52 inh: -20; PGC1a acetyl inh: -7; miR-122 sensor: -10

What do the screens show for `O=C(O)c1ccccc1N/N=C/c1c(Sc2nnnn2-c2ccccc2)nc2ccccn2c1=O`?
RAD52 inh: 1; PGC1a acetyl inh: -4; miR-122 sensor: 3

How did CO[C@H]1CN(C)C(=O)c2cc(NC(=O)Nc3cc(Cl)cc(Cl)c3)ccc2OC[C@@H](C)NC[C@@H]1C do in these assays?
RAD52 inh: 59*; PGC1a acetyl inh: -15; miR-122 sensor: -24[16.7 µM]

Results for O=C(c1ccoc1)N1CCN(c2cc(-c3cccc(F)c3)nc3cc(-c4cccc(Cl)c4)nn23)CC1 ?
RAD52 inh: -15; PGC1a acetyl inh: -6; miR-122 sensor: -8

Results for COc1cc(/C=N/NC(=O)c2ccccc2)ccc1O ?
RAD52 inh: -10; ERAP1 HTS inh: 1; miR-122 sensor: -2

Results for O/N=C(\Cc1cscn1)c1ccc(O)cc1O ?
RAD52 inh: 3; ERAP1 HTS inh: 1; miR-122 sensor: -1

How did COc1ccc(C2OC(=O)CC2C(=O)NC2CCCCCC2)cc1OC (stereo not drawn) do in these assays?
RAD52 inh: -10; ERAP1 HTS inh: 1; miR-122 sensor: -9

What do the screens show for `NS(=O)(=O)c1cccc(NC(=O)COC(=O)CCCc2c[nH]c3ccccc23)c1`?
RAD52 inh: -6; ERAP1 HTS inh: 1; miR-122 sensor: -14
